# Screening results: PubChem BioAssay, National Center for Advancing Translational Sciences (NCATS)
# EPAC1 agonist: activates human EPAC1 exchange factor. Potency, µM (top dose mostly 154 µM), inactives show at the top dose activation, usual class: activators. 0.073% of 360,000 active. AID 720707. EPAC1 agonist qHTS, biochemical assay; response scale: 100% = response to 6.5 mM cAMP. O95398; note: potency is the fitted concentration of half-maximal effect; nearly all actives have a fitted effect of over 60% in size
#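 Multi-concentration qHTS readout: loss of Rap1B-bound BODIPY-GDP fluorescence driven by 100 nM EPAC1 with excess GDP (50 uM), monitored kinetically at room temperature; agonist response expressed relative to 6.5 mM cAMP.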
# EPAC2 antag: blocks human EPAC2 exchange factor; Potency, µM (doses to about 114 µM), for inactives: at the top dose activity, negative = inhibition, actives largely listed as inhibitors; EPAC2 GEF exchange of Rap1B-BODIPY-GDP, fluorescence; Q8WZA2; AID 720708; 0.18% of 360,000 active; note: potency is the fitted concentration of half-maximal effect; % is set by controls: 0 for no effect and ±100 for the full control effect; nearly all actives have a fitted effect of over 45% in size; many of its hits are not listed in these tables
# PI5P4Ka inh: blocks human PI5P4K alpha kinase activity. max response, %. 1.2% of 330,000 active. P48426. PI5P4Kalpha enzyme, ADP-Glo luminescence, 60 min; hits give low values; active = max response of -50% or lower; inconclusive = between -30% and -50%; inactive = -30% or higher; note: value at the top dose of about 77 µM; % is set by controls: 0 for no effect and ±100 for the full control effect
# Target sequence (P48426 whole entry, looked up): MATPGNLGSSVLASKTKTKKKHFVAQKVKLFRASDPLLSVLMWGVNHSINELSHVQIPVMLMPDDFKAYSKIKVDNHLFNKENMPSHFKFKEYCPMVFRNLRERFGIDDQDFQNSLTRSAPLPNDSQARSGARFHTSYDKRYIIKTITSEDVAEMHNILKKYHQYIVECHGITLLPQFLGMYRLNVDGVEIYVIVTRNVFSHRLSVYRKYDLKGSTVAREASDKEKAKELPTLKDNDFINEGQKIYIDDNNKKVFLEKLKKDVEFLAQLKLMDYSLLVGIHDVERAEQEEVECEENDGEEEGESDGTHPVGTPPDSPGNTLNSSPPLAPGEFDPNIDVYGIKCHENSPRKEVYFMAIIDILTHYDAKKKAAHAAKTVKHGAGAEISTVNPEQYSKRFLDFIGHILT
#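 Enzyme plus substrate dispensed, test compounds pinned in, then ATP (5 microM final) added. After 60 min at RT, ADP-Glo reagent 1 for 45 min and reagent 2 for 30 min preceded luminescence imaging.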
# PLK1 PBD inh: inhibitors of human PLK1 polo-box domain binding; P53350; Plk1 PBD binding of FITC phosphopeptide, fluorescence polarization; Potency, µM, without a hit: max response, negative = inhibition, most hits filed as inhibitors; 2.8% of 360,000 active; AID 720504; note: potency is the fitted concentration of half-maximal effect; series mostly up to about 57 µM; % is set by controls: 0 for no effect and ±100 for the full control effect; nearly all actives have a fitted effect of over 65% in size
# Target sequence (P53350 whole entry, looked up, the tested form may be a part): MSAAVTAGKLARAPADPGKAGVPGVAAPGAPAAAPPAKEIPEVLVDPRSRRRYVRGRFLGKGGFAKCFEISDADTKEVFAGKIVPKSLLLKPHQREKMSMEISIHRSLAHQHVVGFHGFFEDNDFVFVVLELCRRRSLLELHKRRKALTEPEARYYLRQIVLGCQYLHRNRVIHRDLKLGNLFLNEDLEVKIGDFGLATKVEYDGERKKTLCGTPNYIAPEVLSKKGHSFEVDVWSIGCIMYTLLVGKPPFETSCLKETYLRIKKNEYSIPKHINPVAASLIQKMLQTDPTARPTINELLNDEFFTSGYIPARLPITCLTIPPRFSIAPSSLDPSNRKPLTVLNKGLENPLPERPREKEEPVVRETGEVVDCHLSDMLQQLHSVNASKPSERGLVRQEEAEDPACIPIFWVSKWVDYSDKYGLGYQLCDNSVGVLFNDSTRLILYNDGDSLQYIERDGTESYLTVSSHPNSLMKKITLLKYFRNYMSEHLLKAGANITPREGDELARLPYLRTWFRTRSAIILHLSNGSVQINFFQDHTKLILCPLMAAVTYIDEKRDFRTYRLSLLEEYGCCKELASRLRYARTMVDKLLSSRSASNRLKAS
# EPAC1 antag: EPAC1 (human) antagonism | AID 720709 | Potency, µM (highest dose often 115 µM), without a hit: top-dose activity change, negative = inhibition, most hits filed as inhibitors | 0.14% of 360,000 active | EPAC1 GEF assay, Rap1b-BODIPY-GDP exchange fluorescence;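 note: potency is the fitted concentration of half-maximal effect; plate controls were vehicle for no effect and positive control for full effect; nearly all actives have a fitted effect of over 50% in size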
# MmCpn inh: blocks the Methanococcus maripaludis chaperonin Mm-Cpn; 0.031% of 330,000 active; purified Mm-Cpn ATPase, ADP Transcreener TR-FRET; Potency, µM (doses to about 76.9 µM), for the others: top-dose activity, negative = inhibition, most hits filed as inhibitors; note: potency is the fitted concentration of half-maximal effect; % is set by controls: 0 for no effect and ±100 for the full control effect; nearly all actives have a fitted effect of over 80% in size
#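 Eu-cryptate anti-ADP/ADP-d2 competition gives a ratio inversely related to ADP. Enzyme at 25 nM was pre-exposed to compound for 10 min, then given 10 uM ATP for 30 min, 37°C throughout.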
# CCT chaperon mod: modulators of cytosolic chaperonin (CCT/TRiC) activity | purified chaperonin ATPase assay, HTRF ADP detection, 30 min | activity change, % (concentration not given with the values), hits read low | 0.3% of 360,000 active | AID 651819; in the data active = activity change below about -30%; note: % is set by controls: 0 for no effect and ±100 for the full control effect
#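 ATPase activity: ADP formed was measured by HTRF Transcreener (665/615 nm ratio) after 30 min at 37 deg C with 10 uM ATP. Compounds screened at one 76 uM concentration against 40 or 20 nM TRiC in Tris pH 7.4/KCl/MgCl2/DTT buffer.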
# WRN inhibitor: inhibitors of human WRN helicase | Q14191 | WRN helicase unwinding, fluorescent forked duplex, kinetic | Potency, µM (series often up to 114 µM), for inactives: top-dose activity change, negative = inhibition, usual class: inhibitors | 0.46% of 360,000 active | AID 651768; note: potency is the fitted concentration of half-maximal effect; % is set by controls: 0 for no effect and ±100 for the full control effect; nearly all actives have a fitted effect of over 55% in size
#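 WRN at 20 nM final was preincubated with compound for 15 min at room temperature; reaction started with 100 nM forked duplex oligonucleotide carrying fluorophore and quencher plus 2 mM ATP (final). Unwinding followed kinetically by red fluorescence (ex 525/em 598 nm).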
# * marks the source's active call; other numbers are inactive results; ? = inconclusive; · = no result given; [ ] = dose if it differs, or a comment. Unless noted, calls come from the whole dose curve; as a rule, active = well fitted curve in the direction sought with a large enough effect; inconclusive = small, poorly fitted or top-dose-only effect, or another doubt; inactive = no such curve, though single readings can be large; an effect the other way counts as inactive or inconclusive.
# Preview (four entries):
SMILES,EPAC1 agonist,EPAC2 antag,PI5P4Ka inh,PLK1 PBD inh,EPAC1 antag,MmCpn inh,CCT chaperon mod,WRN inhibitor
COc1cc(=O)[nH]c(SCC(=O)Nc2nc3c(s2)CCCC3)n1,10%,-7%,-13,12µM*,-15%,-8%,-3.1,0%
CCOc1oc(-c2ccc(OC)cc2)nc1C(F)(F)F,4%,-2%,·,0%,-15%,2%,-1.4,-4%
Nc1ccccc1C(=O)NC12CC3CC(CC(C3)C1)C2,12%,4%,3,-17%,?,-1%,1.2,-2%
CC(C)C1CC(c2ccccc2)(C(CN)CO)CCO1 (centres undefined),0%,0%,1,-17%,2%,0%,-0.3,-1%

# This part in full, previewed entries included:
SMILES,EPAC1 agonist,EPAC2 antag,PI5P4Ka inh,PLK1 PBD inh,EPAC1 antag,MmCpn inh,CCT chaperon mod,WRN inhibitor
COc1cc(=O)[nH]c(SCC(=O)Nc2nc3c(s2)CCCC3)n1,10%,-7%,-13,12µM*,-15%,-8%,-3.1,0%
CCOc1oc(-c2ccc(OC)cc2)nc1C(F)(F)F,4%,-2%,·,0%,-15%,2%,-1.4,-4%
Nc1ccccc1C(=O)NC12CC3CC(CC(C3)C1)C2,12%,4%,3,-17%,?,-1%,1.2,-2%
CC(C)C1CC(c2ccccc2)(C(CN)CO)CCO1 (centres undefined),0%,0%,1,-17%,2%,0%,-0.3,-1%
O=C(c1cc(COc2cccc(C(F)(F)F)c2)on1)N1CCC(Oc2cccnc2)CC1,0%,-17%,10,-8%,-6%,1%,-2.5,-3%[57.1 µM]
CCOc1ccc(NC(=O)CC(NC(C)=O)c2ccccc2)cc1S(=O)(=O)N1CCCC1 (centres undefined),-5%,-5%,2,-4%,-2%,-2%,-0.7,-4%
CS(=O)(=O)NCc1nnc(SCc2ccc(C(F)(F)F)cc2)o1,1%,9%,8,0%,-4%,1%,1.6,-1%
C=CCNc1ncnc2sc(SC)nc12,-9%,1%,-5,-7%,5%,-17%,-1.4,8%
COc1ccc(C(=O)Oc2ccc(/C=N/O)cc2)cc1,1%,-6%,0,-7%,-10%,2%,-1.5,1%
O=C(COC(=O)c1cccc(S(=O)(=O)NCc2ccccc2)c1)c1ccc2c(c1)OCCO2,5%,6%,0,-1%,-9%,-18%,-2.7,-7%
CN(Cc1c(F)cccc1Cl)C(=O)CNC(=O)c1ccc2c(c1)OCO2,0%,-2%,7,-2%,-8%,1%,3.4,-10%
O=C(CCC1CCCN(C(=O)c2ccoc2)C1)NCc1ccc(F)c(F)c1 (centres undefined),-1%,4%,3,-3%,4%,-1%,-0.5,3%
COc1ccccc1N1CCN(S(=O)(=O)c2ccc(Cl)s2)CC1,12%,-1%,·,-1%,-1%,-5%,1.0,-7%
O=c1ccn(-c2cccc(C(F)(F)F)c2)nc1-c1ccn(-c2cccc(Cl)c2)n1,-23%,-5%,-2,-2%,?,-5%,-1.6,-9%
CN(c1ccccc1)c1nc(N2CCCC2)nc(-n2ccnc2)n1,6%,-1%,-4,-1%,-10%,0%,-1.4,-2%
Cc1cc(=O)n2[nH]c(C)c(-c3ccccc3)c2n1,-2%,6%,-6,-3%,3%,-2%,-0.7,-16%
CN(C)CCNc1ncnc2oc(-c3ccccc3)c(-c3ccccc3)c12,-5%,4%,-10,-12%,-2%,-3%,-1.8,12%
CCC(C)(C)NC(=O)/C=C/c1ccccc1[N+](=O)[O-],3%,-5%,1,-14%,-5%,-6%,-5.5,-34%
Cc1ccccc1-c1ccc(C(=O)Nc2cccc(F)c2)o1,-9%,8%,-9,-6%,4%,-1%,-2.4,-3%
O=C(COc1coc(CN2CCCc3ccccc32)cc1=O)Nc1ccccc1,4%,1%,-15,-1%,4%,-2%,-0.7,-9%
O=S(=O)(Nc1ccc2c(c1)nc1n2CCN(Cc2ccccc2)C1)c1ccc(Cl)cc1,13%,-4%,-20,-11%,-2%,-8%,-3.5,-15%
CC(C)(C)c1cc(NC(=O)CCSc2nnc3ccccn23)cc(C(C)(C)C)c1,-5%,1%,·,-2%,10%,·,-3.1,-1%
O=C(Cc1ccc(F)cc1)N/N=C/c1ccccn1,2%,2%,-2,-1%,14%,-1%,-5.8,7%
CN(C(=O)c1cc2c(s1)-c1ccccc1S(=O)(=O)C2)c1ccccc1F,2%,2%,-5,-1%,-19%,1%,0.9,-4%
Cc1ccc([N+](=O)[O-])cc1S(=O)(=O)Nc1cccc(-c2ccc(N3CCCC3)nn2)c1,7%,-2%,-7,-14%,-20%,-1%,-7.9,-22%
O=C(O)C1C2C=CC(C2)C1C(=O)N1CCN(C/C=C/c2ccccc2)CC1 (centres undefined),0%,-13%,-1,-3%,0%,1%,1.0,-2%
CCOC(=O)Cc1[nH]nc2c1C(c1cccc(OC)c1OC)C(C#N)=C(N)O2 (centres undefined),-1%,-12%,-1,-10%,?,1%,-1.0,1%
Cc1ccc(C(=O)NCC(=O)OCC(=O)Nc2ccc(Cl)cn2)cc1,-10%,6%,1,-3%,-7%,1%,-1.6,10%
COc1ccc(OC)c(N(CC(=O)NCc2cccnc2)S(C)(=O)=O)c1,6%,-3%,-5,-8%,4%,2%,-4.7,7%[57.1 µM]
Cc1ccccc1Nc1ncnc2c1cnn2C,5%,3%,-12,-16%,0%,-4%,-1.2,12%
Cc1cnc(N2C(=O)c3ccc([N+](=O)[O-])cc3C2=O)s1,14%,?,-23,-14%,?,0%,1.4,?
O=C(O)C1CCN(C(=O)c2ccccc2C(=O)N2CCC(C(=O)O)CC2)CC1,1%,1%,·,-5%,2%,1%,-1.7,-9%
CCOC(=O)c1c(NC(=O)CSc2nnc(-c3ccccc3)o2)sc(C(C)=O)c1C,2%,-1%,15,15%,-5%,-10%,-2.7,3%
COC(=O)c1cc(C(=O)OCC(=O)NC(=O)c2ccccc2)cc([N+](=O)[O-])c1,4%,-7%,3,-4%,-18%,1%,-2.8,3%
Cc1cccn2c(=O)c(C(=O)NC3CCCCC3)c(O)nc12,-9%,-14%,-1,1%,-7%,?,-0.9,1%
CCOc1ccc(NC(=O)c2ccc(NC(=O)C3CCCO3)cc2)cc1 (centres undefined),-2%,-1%,-11,0%,-5%,-2%,-0.7,-4%
CCSc1nnc(NC(=O)C(Cc2ccccc2)n2cccc2)s1 (centres undefined),-32%[inhibitor],14%,0,-1%,2%,0%,-0.6,-1%
Cc1ccc(NC(=O)Cn2nc(C)c3ccccc3c2=O)c(C)c1,2%,-5%,-2,2%,4%,1%,1.3,-3%
CNC(=O)C(C)c1ncc(C(F)(F)F)cc1Cl (centres undefined),1%,14%,-5,-10%,5%,-1%,2.0,5%
O=C(C1CCCN(S(=O)(=O)c2cccc3cccnc23)C1)N1CCc2ccccc21 (centres undefined),-3%,2%,-7,-7%,-9%,0%,0.7,-5%
COc1ccc(-c2csc3ncnc(N4CCN(S(=O)(=O)c5ccc(C)cc5)CC4)c23)cc1,2%,-13%,1,7%,13%,?,-1.7,-5%
O=C(NCCc1ccccc1)/C(=C/c1ccco1)c1ccccc1,17%,-15%,-22,-12%,-23%,0%,-1.0,?
Cc1ccc(C2OC(=O)C=C2c2ccccc2)cc1 (centres undefined),9%,?,7,-4%,15%,1%,0.6,2%
Cc1ccc(S(=O)(=O)N2CCN(c3ncnc4sccc34)CC2)cc1C,?,-4%,?,2%,-15%,-2%,-2.6,-13%
O=C1CCN(Cc2ccc(Cl)cc2)N1,2%,3%,0,-14%,-25%,1%,0.2,-2%
COc1cc(Cl)c(C)cc1NC(=O)CN(C)Cc1cccc(OC)c1OC,9%,-15%,12,2%,-6%,1%,-0.2,-3%
CC(C)N1CCN(Cc2cccc3nonc23)CC1CCO (centres undefined),16%,3%,0,-5%,-3%,-19%,-0.9,-7%
COc1ccccc1NC(=O)CN1CCN(CC(=O)Nc2ccc(C)c(F)c2)CC1,7%,-1%,1,-3%,-9%,-2%,-1.9,-1%
COC(=O)c1ccc(C2C3=C(Nc4nnnn42)c2ccccc2OC3)cc1 (centres undefined),6%,-21%,-4,-8%,-15%,-4%,-2.6,-11%
CCCCOc1cccc(OCCCC)c1C(=O)Nc1cc(C)on1,2%,-2%,·,-2%,2%,0%,-3.0,-2%
O=C(NCCc1ccc(Cl)cc1Cl)c1cc([N+](=O)[O-])c[nH]c1=O,4%,?,-4,-12%,?,3%,0.1,-17%
Cc1ccc(CONC(=O)c2ccc([N+](=O)[O-])cc2)cc1,2%,2%,-6,-10%,4%,-2%,-1.7,10%
Cc1cc(C)cc(Nc2nc3c([nH]2)c(=O)n(C)c(=O)n3C)c1,-20%,-8%[57.1 µM],4,?,3%,-7%,1.8,5%
COc1ccc2nc(SCC(=O)N(C)C3CCCCC3)[nH]c2c1,16%,10%,-3,-7%,-14%,1%,0.7,8%
CCCNC(=O)COc1coc(CN2CCN(c3cccc(Cl)c3)CC2)cc1=O,5%,5%,-4,-19%,-9%,2%,-1.3,-2%
Cc1cc2ncn(C(=O)c3ccc(F)cc3)c2cc1C,-10%,-3%,1,-7%,-18%,3%,-16,-23%
Nc1cc(N)nc(SCC(=O)Nc2ccc3c(c2)OCO3)n1,5%,2%,0,-2%,4%,0%,-1.9,-5%[57.1 µM]
COc1ccc(S(=O)(=O)NNC(=O)c2cccs2)cc1,-2%,15%,1,-13%,1%,0%,-0.7,-10%
COc1ccnc2c1c(=O)n(Cc1cccc(F)c1)c(=O)n2C,12%,-13%,4,-9%,2%,-6%,-2.7,0%
O=C(CCCn1cncn1)N1CCCC(Nc2ccc(F)cc2)C1 (centres undefined),-1%,13%,-3,0%,6%,1%,0.2,-30%

# New compounds follow:
SMILES,EPAC1 agonist,EPAC2 antag,PI5P4Ka inh,PLK1 PBD inh,EPAC1 antag,MmCpn inh,CCT chaperon mod,WRN inhibitor
CC(=O)N=C1SC2CS(=O)(=O)CC2N1c1c(Cl)cccc1Cl (centres undefined),2%,6%,7,-6%,7%,?,2.2,-21%
Cc1cc(C(=O)Nc2c(C)nn(Cc3ccccc3Cl)c2C)no1,6%,-1%,·,-8%,2%,0%,-2.6,-6%
CCCNC(=O)C1(C)CCN(C(=O)c2c(F)ccc(C)c2F)C1 (centres undefined),21%,4%,9,-7%,1%,·,2.1,3%
CCCCn1c(SCC(N)=O)nc2ccc(N3CCOCC3)cc2c1=O,-1%,6%,-10,-7%,6%,1%,-1.6,2%
O=C(COc1ccccc1)NNC(=O)c1ccc(Cl)cc1,5%,1%,-1,-17%,16%,-3%,-4.3,5%

# The list is partial; rates above refer to the full screens.
